# High-throughput results as filed in PubChem BioAssay.
# BioA inh: M. tuberculosis BioA enzyme inhibitors, primary screen, biochemical, plate reader, single point, HTS; 7,8-diaminopelargonic acid synthase BioA (Mycobacterium tuberculosis); purified M. tuberculosis BioA enzyme; inhibition, % at 9.99 µM; actives 0.096% (n = 360,000); AID 602481, 2012; in the data active = inhibition above about 40%; inconclusive = no clear call, values can overlap the other calls
# FadD28 binding: inhibitors of FadD28 bisubstrate probe binding, primary screen, biochemical, fluorescence polarization, single point | Mycobacterium tuberculosis FadD28 fatty-acid-AMP ligase | inhibition, % at 12.5 µM | actives 0.22% (n = 360,000); in the data active = inhibition above about 8.5%, passing the limit was not always enough; inconclusive = no clear call, values can overlap the other calls
# Yp Topo-I inh: Yersinia pestis topoisomerase I inhibitors, primary screen, biochemical, cleavage product accumulation, plate reader, single point; AID 504884, 2011; Y. pestis Topo-I cleavage product accumulation; actives 0.064% (n = 360,000); activity, % at 10 µM; DNA topoisomerase I (Yersinia pestis CO92); in the data active = activity above about 50%, passing the limit was not always enough; inconclusive = no clear call, values can overlap the other calls; also: inactives centre near 2
# FBA Mtb inh: Mtb FBA enzyme inhibitors, primary screen, biochemical, fluorescence, strain H37Rv | Fructose-bisphosphate aldolase (Mycobacterium tuberculosis (strain ATCC 25618 / H37Rv)), … | purified M. tuberculosis FBA, fluorescence read-out | inhibition, % at 1 µM | actives 2.3% (n = 360,000) | AID 588726, 2011; in the data active = inhibition above about 27%;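 also: 0% = vehicle and 100% = reference inhibitor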
# Target sequence (P9WQA3 whole entry, looked up): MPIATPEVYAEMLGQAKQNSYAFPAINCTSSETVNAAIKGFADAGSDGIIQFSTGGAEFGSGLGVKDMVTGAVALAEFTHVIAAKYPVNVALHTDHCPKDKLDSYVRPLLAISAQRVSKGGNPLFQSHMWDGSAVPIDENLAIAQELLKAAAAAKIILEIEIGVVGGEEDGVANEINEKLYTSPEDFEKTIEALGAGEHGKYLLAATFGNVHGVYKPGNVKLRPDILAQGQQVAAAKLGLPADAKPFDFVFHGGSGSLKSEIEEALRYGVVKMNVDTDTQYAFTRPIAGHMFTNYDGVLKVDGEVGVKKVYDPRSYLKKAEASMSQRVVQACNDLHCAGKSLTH
# GDH-TPI inh: GDH-TPI coupling enzyme inhibitors, primary screen, artefact control for M. tuberculosis FBA inhibitor project, biochemical, absorbance, full deck | GDH-TPI coupled enzyme counterscreen, NADH absorbance | inhibition, % at 4.8 µM | actives 1.2% (n = 360,000) | AID 588335, 2011; in the data active = inhibition above about 30%;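 also: 0% = DMSO wells and 100% = wells lacking the enzyme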
# PfHsp40 rescue: rescue of yeast from PfHsp40 toxicity, primary screen, S. cerevisiae, ATP luminescence; S. cerevisiae expressing PfHsp40, growth rescue; growth rescue, % at 12.5 µM; actives 0.68% (n = 340,000); AID 504582, 2011; in the data active = growth rescue above about 28%, passing the limit was not always enough; inconclusive = no clear call, values can overlap the other calls;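 also: yeast W303a lacking pdr1 and pdr3 grown in galactose medium; growth measured after three days at 30 °C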
# TcdB GH inh: TcdB glycohydrolase inhibitors, primary screen, biochemical, single point, plate reader; Toxin B (Clostridioides difficile), P18177; TcdB glycohydrolase enzymatic assay; inhibition, % at 9.99 µM; actives 0.24% (n = 350,000); in the data active = inhibition above about 10%
# UGM FP inh: M. tuberculosis UGM enzyme inhibitors, primary screen, biochemical, fluorescence polarization, single point; UDP-galactopyranose mutase (Mycobacterium tuberculosis (strain ATCC 25618 / H37Rv)), …; actives 0.06% (n = 320,000); AID 504406, 2011; purified UGM, fluorescence polarization probe displacement; inhibition, % at 10 µM; in the data active = inhibition above about 10%, passing the limit was not always enough; inconclusive = no clear call, values can overlap the other calls
# Target sequence (P9WIQ1 whole entry, looked up): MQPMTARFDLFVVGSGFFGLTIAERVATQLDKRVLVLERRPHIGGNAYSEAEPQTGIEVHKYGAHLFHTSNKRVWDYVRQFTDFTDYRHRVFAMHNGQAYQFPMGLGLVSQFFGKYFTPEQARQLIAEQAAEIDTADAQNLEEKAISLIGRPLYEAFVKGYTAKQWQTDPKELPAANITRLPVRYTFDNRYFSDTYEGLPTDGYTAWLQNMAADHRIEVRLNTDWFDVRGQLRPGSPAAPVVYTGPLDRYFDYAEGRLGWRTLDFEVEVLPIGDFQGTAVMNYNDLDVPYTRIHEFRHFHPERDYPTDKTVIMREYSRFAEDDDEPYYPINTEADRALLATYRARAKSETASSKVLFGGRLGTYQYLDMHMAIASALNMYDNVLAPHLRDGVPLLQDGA
# Vc quorum ag: inducers of Vibrio cholerae quorum light production without autoinducers, primary screen, BH1578 luxS cqsA deficient, single point | V. cholerae BH1578 lux reporter, luminescence, 6 h | activation, % at 18.7 µM | actives 0.16% (n = 350,000); in the data active = activation mostly above about 9.7%, no sharp cut-off; inconclusive = no clear call, values can overlap the other calls; inactive = mostly below about 3.7%; also: not every result past the cut was called active; inactives centre near 0; reference of the scale not given here
# * marks the source's active call; other numbers are inactive results; i = inactive; ? = inconclusive; . = not tested or not shown.
SMILES,Vc quorum ag,GDH-TPI inh,FBA Mtb inh,FadD28 binding,PfHsp40 rescue,BioA inh,UGM FP inh,Yp Topo-I inh,TcdB GH inh
CCOc1cc(S(=O)(=O)NCc2ccncc2)c(C)cc1C,1.8,1,5,-1.4,-0.9,.,1.5,-4,-0.6
CC(=O)Nc1ccc(S(=O)(=O)NCCC(=O)OCC(=O)c2ccccc2)cc1,-5.6,4,3,-2.7,-0.4,.,0.0,5,0.2
CSc1nsc(SC)c1C(=O)O,-0.5,-3,0,-2.6,1.0,.,0.7,-1,0.3
CO/N=C/C(C(C)=O)C(=O)Nc1ccc(Cl)cc1Cl (centres undefined),-0.3,-1,-1,-3.3,-1.8,-0.6,-0.2,9,1.5
COc1ccc(-c2ncccc2OC(=O)C23CC4CC(CC(C4)C2)C3)cc1OC,0.3,12,23,-1.8,-0.6,0.8,0.2,21,2.0
CC1=CC(=C(C#N)C#N)C=C(C)N1CCC(C)C,i,30,2,-1.0,0.8,.,-2.5,0,1.8
CC(=O)Nc1ccc(NCC(=O)c2ccccc2)cc1,-0.3,-8,-2,-3.1,0.1,-0.5,0.5,6,1.0
CCN(CC)C(=O)C1CCCN(C(=O)Nc2ccc3nsnc3c2)C1 (centres undefined),i,8,14,0.5,-0.2,1.3,0.7,-2,.
COc1cccc(NC(=O)c2ccc(NC(=O)C(C)(C)C)cc2)c1,-0.4,6,2,-2.7,0.7,-0.2,4.9,-5,0.7
Cc1ccc(S(=O)(=O)n2c(N)nc3ccccc32)cc1,-0.7,2,2,0.2,1.8,-1.1,-0.2,6,0.8
Cc1noc(C)c1C(=O)OCC(=O)NC(c1ccccc1)c1ccccc1,i,-3,-1,-1.3,0.2,-1.1,-1.8,11,.
Cc1ccc(S(=O)(=O)N2CCN(C(=O)CN(Cc3ccco3)Cc3cccs3)CC2)cc1,-4.0,8,0,-2.3,-1.5,1.0,.,15,-1.6
O=C1NC(=Nc2ccc(Cl)cc2)/C(=C/c2ccco2)S1,i,13,3,-1.3,-0.1,.,1.1,-12,-0.5
Cc1onc(-c2ccc(Cl)cc2Cl)c1-c1csc(N/N=C/c2ccccc2Cl)n1,-0.6,2,1,-3.9,0.3,.,0.4,7,-4.6
COCC(=O)N1CCC(Oc2ccc(C(=O)N3CCCCCC3)cc2)CC1,i,-4,-4,-3.9,-0.9,-1.2,-0.6,-3,2.6
Fc1cccc(Cl)c1Cn1nnc2c(N3CCC4(CC3)OCCO4)ncnc21,i,3,2,-0.7,-0.3,-1.6,-2.1,2,.
C=CCOc1c(Br)cc(CNn2cn[nH]c2=S)cc1OC,0.9,-8,0,-1.1,-0.7,-1.6,0.8,7,1.1
CCOc1cccc(C(=O)N(Cc2ccc(F)cc2)C2CCS(=O)(=O)C2)c1 (centres undefined),-2.7,3,0,-4.2,0.2,0.7,-2.4,6,0.8
O=C(NCc1cccnc1)c1ccc(Br)s1,2.3,-8,0,-1.1,-1.0,.,0.3,3,3.2
O=C1NC(=O)/C(=C\c2ccc(Oc3ccc([N+](=O)[O-])cn3)cc2)S1,-0.5,35*,-2,.,-0.8,.,0.9,0,.
COC(=O)c1ccccc1NC(=O)C(C)Oc1ccccc1 (centres undefined),i,4,1,0.4,1.9,0.2,0.8,20,.
Cc1cccc(OCC(=O)NCCNC(=O)c2cnccn2)c1,i,-6,3,1.5,-1.4,.,-1.9,-13,1.1
Cc1ccc(-n2sc3cc(F)ccc3c2=O)c(C)c1,-0.7,11,0,0.5,.,-4.8,.,0,0.1
Cc1ccc(-n2cccc2C(=O)NS(=O)(=O)c2ccc(C)cc2)cc1,-0.3,15,-3,0.4,-1.1,0.3,-0.7,0,1.2

# Brought forward from above: 2 entries; new compounds follow.
SMILES,Vc quorum ag,GDH-TPI inh,FBA Mtb inh,FadD28 binding,PfHsp40 rescue,BioA inh,UGM FP inh,Yp Topo-I inh,TcdB GH inh
Cc1ccc(-n2sc3cc(F)ccc3c2=O)c(C)c1,-0.7,11,0,0.5,.,-4.8,.,0,0.1
Cc1ccc(-n2cccc2C(=O)NS(=O)(=O)c2ccc(C)cc2)cc1,-0.3,15,-3,0.4,-1.1,0.3,-0.7,0,1.2
O=C(CCCCl)Oc1ccc2cc(-c3ccc4ccccc4n3)c(=O)oc2c1,i,14,8,-0.9,0.2,.,1.2,1,-0.3
O=[N+]([O-])c1ccc(N=Cc2sc3ccccc3c2O)cc1,0.2,22,8,0.1,-0.5,0.5,-1.8,-1,-1.5
CCS(=O)(=O)c1ccc(O)c(NC(=O)COc2ccc(Br)cc2)c1,-0.1,10,-1,-0.7,-1.1,.,2.6,3,0.9
O=C(NCc1ccco1)C1CCN(Cc2ccc(F)cc2)CC1,1.2,-1,-3,-2.5,-0.3,-2.5,-2.3,0,.
Cc1ccc(CNC(=O)CC2C(=O)Nc3c2c(=O)n(C)c(=O)n3Cc2ccccc2)cc1 (centres undefined),i,0,1,-3.7,0.4,-1.5,2.1,-8,.
Fc1ccccc1-c1nc(NCCCN2CCOCC2)c2ccccc2n1,-1.7,13,2,-1.2,-0.3,.,.,2,0.6
Cc1ccc(S(=O)(=O)c2ccc(Cl)cc2)cc1S(=O)(=O)N1CCN(C)CC1,4.2,-7,-2,-1.5,-0.2,-0.4,-0.4,5,1.0
COCc1nnc(NC(=O)CS(=O)(=O)Cc2ccccc2)s1,-10,4,0,-0.8,0.0,-0.8,-2.0,-1,.
CCc1cc(=O)oc2cc(OCC(=O)NCC3CCC(C(=O)O)CC3)ccc12 (centres undefined),-0.4,19,28*,-0.7,-0.3,-0.3,-1.0,0,1.2
COc1cccc(COC(=O)c2c(C)nn(-c3ccccc3)c2Cl)c1OC,0.6,-1,1,-1.7,3.2,-0.3,2.4,43,4.7
COc1ccc(CC(=O)Nc2ccc(S(=O)(=O)N3CCC(C)CC3)cc2)c(OC)c1,-0.6,-3,-2,-5.1,17,-0.4,0.9,6,-0.7
NCC(=O)CCC(=O)O,-0.3,-1,-3,-3.2,-0.1,-0.7,3.9,7,0.6

# Quoted from the listing.
# Reading of CCS(=O)(=O)c1ccc(O)c(NC(=O)COc2ccc(Br)cc2)c1 under TcdB GH inh: 0.9
# Reading of COCc1nnc(NC(=O)CS(=O)(=O)Cc2ccccc2)s1 under Yp Topo-I inh: -1

# Further results:
SMILES,Vc quorum ag,GDH-TPI inh,FBA Mtb inh,FadD28 binding,PfHsp40 rescue,BioA inh,UGM FP inh,Yp Topo-I inh,TcdB GH inh
O=C(CCSc1ccc(F)cc1)NNC(=O)c1ccc([N+](=O)[O-])cc1,-1.5,10,2,.,0.7,-1.8,0.5,5,1.5
CCN1CCCC1CN(Cc1cc2ccc(C)cc2[nH]c1=O)C(=S)Nc1ccccc1C(=O)OC (centres undefined),-2.6,6,4,-1.9,0.3,.,0.6,15,2.4
CC(=O)c1c(C)[n+]([O-])c2ccc3c(non3O)c12,0.0,2,-5,-2.3,-2.2,.,2.5,-14,-2.1
O=C(NCC(=O)N1CCC2(CC1)NCCc1[nH]cnc12)c1ccccc1F,i,-6,1,-3.2,-0.2,-0.7,0.1,5,-0.3
COc1ccccc1Oc1ccccc1[N+](=O)[O-],-0.7,7,0,-3.3,-0.4,.,0.0,-4,2.1
CS(=O)(=O)N1CCC(C(=O)NCc2ccc(Cl)cc2Cl)CC1,i,-14,2,-2.9,-0.6,.,0.0,1,-2.5
CC1=C(C(=O)Nc2ccccc2)C(c2ccc(O)cc2)N2C(=O)CSC2=N1 (centres undefined),23*,-3,3,2.0,0.7,-0.9,1.3,3,.
C1=CC2CCC1ON2c1ccccc1 (centres undefined),i,-3,7,0.6,0.4,-2.9,1.6,-3,.
CCCCC(=O)Nc1c2c(nn1-c1ccc([N+](=O)[O-])cc1)CS(=O)(=O)C2,i,10,2,.,-1.4,-2.1,-2.8,0,0.6
COc1ccc(CCNC(=O)COC(=O)c2cccs2)cc1,-0.4,-2,2,-3.2,2.1,1.1,.,-4,0.1
Cc1c(/C=N\NC(=O)c2cccc(F)c2)cnn1C,-0.6,7,0,-0.9,-1.5,4.8,-0.2,2,1.2
NC(=O)CC(NC(=O)Cc1ccc(Cl)cc1)c1ccc(NC2CCCCC2)c([N+](=O)[O-])c1 (centres undefined),i,10,7,0.1,1.6,-4.2,0.6,-3,-5.6
COc1ccc(CCNC(=O)c2nonc2N)cc1OC,i,16,3,0.4,-1.7,-3.4,2.4,-10,.
COc1ccccc1-c1cnc(C(O)c2ccc(C)cc2C)[nH]1 (centres undefined),i,4,2,0.7,.,1.1,.,2,0.5
CCCN1CNc2c(c(=O)[nH]c(=S)n2-c2ccccc2Cl)C1,-1.4,1,0,-1.3,0.2,.,-1.7,8,1.1
Cn1c(=O)c2c(nc(N3CCN(C(=O)c4ccco4)CC3)n2CCSc2ncccn2)n(C)c1=O,1.1,-3,1,-1.7,1.3,0.7,-1.5,-2,-1.0
C#C[C@@]1(O)CCC2C3CCC4=C/C(=N/OCC(=O)NC(C(=O)NC(CC(C)C)C(=O)O)C(C)C)CC[C@]4(C)C3CC[C@@]21C (some centres undefined),i,8,0,-7.7,-0.4,-0.9,-1.2,20,1.5
CCCC[C@@H]1CNC(=O)C(=O)N1CCCc1cc(OC)c(OC)c(OC)c1,-0.3,13,8,-0.5,1.0,0.1,-3.8,-7,0.6
Cc1onc(-c2ccccc2)c1C(=O)N1CCN(CCc2ccccc2)CC1,-0.2,10,2,-1.4,0.6,.,1.7,11,.
COc1ccc(N(C)C(=O)c2ccc3c(c2)nnn3C)cc1,i,-2,2,-2.6,-2.0,.,-2.7,-8,1.0
N#Cc1c(N2CCN(c3ccc(F)cc3)CC2)nc(N)c2c(N)nc3c(c12)CC(=O)N3C1CC1,i,6,3,-2.3,-0.6,.,.,5,1.2
Cc1cc(NC(=O)c2cc(-c3ccco3)on2)nn1Cc1ccc(Cl)cc1,i,12,-1,-0.2,-0.5,-1.0,-0.9,2,.
Cc1cc(NC(=O)c2cc(-c3ccco3)on2)n(-c2ccccc2)n1,i,14,0,-0.1,1.4,.,-0.4,5,.
COc1ccc2[nH]c3c(NCCCN4CCCC4=O)ncnc3c2c1,i,18,152*,0.9,-0.3,1.5,-2.4,-11,.
CCc1nn(CCCC(=O)Nc2ccc(C)c(C)c2)c(=O)c2cc3occc3n12,i,-6,-4,-4.3,1.5,3.0,0.4,13,-2.0
COC(=O)c1sc(NC(C)=O)c(C(=O)OC)c1C,i,10,-4,?,-0.5,-5.8,1.6,-3,-3.2
O=C(Nc1ccc(F)cc1F)C1(c2cccs2)CCOCC1,i,5,1,-0.8,0.8,.,2.6,2,-0.1
CC(C)(C)OC(=O)N1CCC2(CC1)Oc1ccc(F)cc1C(=O)C21CC(c2cccnc2)=NO1 (centres undefined),-0.6,15,5,-1.4,0.9,-0.5,-1.4,-3,.
O=C(c1ccc(N2CCCCCC2)c([N+](=O)[O-])c1)N1CCC2(CC1)OCCO2,-0.3,17,-2,-1.4,-1.4,2.0,1.7,9,2.0
